HP1b binding inh – HP1-beta chromodomain-methylated histone interaction inhibition. P83916. AlphaScreen HP1-beta / biotin-H3K9me3 peptide binding. Potency, µM (titrated, usually from 114 µM), without a hit: top-dose activity change, negative = inhibition, actives largely listed as inhibitors. 0.56% of 390,000 active. AID 540317; also: potency is read from the fitted curve at half-maximal effect; nearly all actives have a fitted effect of over 70% in size; inactives centre near 23
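AlphaScreen: HP1-beta (50 nM) preformed 30 min with biotin-H3(1-18)K9me3 peptide (50 nM) in PBS pH 7.4, 0.01% Tween-20. Compound added for 30 min at RT, then streptavidin donor/nickel chelate acceptor beads (10 ug/mL) for 30 min.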
12-LOX inh – ALOX12 (human) lipoxygenase inhibition. AID 1671190. purified 12hLO, xylenol orange hydroperoxide absorbance. 1.1% of 580,000 active. Potency, µM (top dose mostly 108 µM), for inactives: at the top dose activity change, negative = inhibition, most hits filed as inhibitors; also: potency is read from the fitted curve at half-maximal effect; % is scaled to controls: 0 for no effect and ±100 for the full control effect
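Hydroperoxide product was detected by ferrous iron/xylenol orange as the 573 to 405 nm absorbance ratio. Arachidonic acid at 40 uM (final) was turned over for 30 min at room temperature by 150 nM human 12hLO, pH 7.0 Hepes buffer, after 15 min compound preincubation.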
RGS4 inhibitor – inhibitors of human regulator of G protein signaling 4 | Transcreener GDP fluorescence polarization, RGS4-accelerated GTP hydrolysis | Potency, µM (highest dose often 114 µM), for inactives: at the top dose activity change, negative = inhibition, most hits filed as inhibitors | 0.039% of 390,000 active | AID 504845; also: potency is read from the fitted curve at half-maximal effect; % is scaled to controls: 0 for no effect and ±100 for the full control effect; nearly all actives have a fitted effect of over 75% in size; some results filed as inactive show a strong effect at the top dose
Target sequence (P49798 whole entry, looked up): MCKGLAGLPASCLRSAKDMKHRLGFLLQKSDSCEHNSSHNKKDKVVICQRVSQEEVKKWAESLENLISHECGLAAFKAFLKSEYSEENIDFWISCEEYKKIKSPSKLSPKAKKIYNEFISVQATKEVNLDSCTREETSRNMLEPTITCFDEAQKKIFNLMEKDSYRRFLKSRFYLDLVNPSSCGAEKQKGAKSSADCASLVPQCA
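MLSMR compounds (23 nl, pin-transferred) preincubated 10 min at room temperature with a 500nM (2x) first reagent, then RGS4 at 900nM (2x) plus Transcreener GDP mix added; fluorescence polarization (620/688 nm) read before and after 90 min at 30 °C.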
G9a inh – blocks human histone lysine methyltransferase G9a. Q96KQ7. G9a H3K9 monomethylation, AlphaScreen, 2 h. Potency, µM (series often up to 102 µM), for inactives: at the top dose activity, negative = inhibition, most hits filed as inhibitors. 8.8% of 350,000 active; also: potency is read from the fitted curve at half-maximal effect; % is scaled to controls: 0 for no effect and ±100 for the full control effect; nearly all actives have a fitted effect of over 75% in size
Target sequence (Q96KQ7 913-1193 limits assumed): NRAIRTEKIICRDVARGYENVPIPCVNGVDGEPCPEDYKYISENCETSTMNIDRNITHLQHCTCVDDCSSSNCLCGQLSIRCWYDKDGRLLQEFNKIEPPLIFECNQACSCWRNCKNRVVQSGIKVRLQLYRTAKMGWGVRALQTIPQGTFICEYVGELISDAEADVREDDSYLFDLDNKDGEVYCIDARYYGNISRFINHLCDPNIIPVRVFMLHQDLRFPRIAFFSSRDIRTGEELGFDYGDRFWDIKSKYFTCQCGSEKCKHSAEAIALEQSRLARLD
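AlphaScreen detection with an anti-monomethyl H3K9 antibody quantified product after a 2 h room-temperature reaction containing 500 nM biotinylated H3K9 peptide, 20 µM SAM and 20 nM enzyme, which had been preincubated 15 min with compound.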
BAZ2B block – BAZ2B (human) inhibition; Q9UIF8; AlphaScreen BAZ2B-H3K14Ac peptide displacement; Potency, µM (doses to about 114 µM), without a hit: at the top dose activity change, negative = inhibition, most hits filed as inhibitors; 4.4% of 360,000 active; also: potency is read from the fitted curve at half-maximal effect; % is scaled to controls: 0 for no effect and ±100 for the full control effect; nearly all actives have a fitted effect of over 60% in size
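AlphaScreen luminescence quantifies BAZ2B engagement of H3K14Ac peptide; the protein and biotinylated peptide are both at 50 nM final, buffer PBS pH 7.4 with 0.01% Tween-20, all steps at room temperature.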
ERG Ets-DNA blk – blocks human ERG Ets domain binding to DNA; fluorescence polarization, His-ERG Ets domain / labelled DNA; Potency, µM (top dose mostly 76.9 µM), for the others: at the top dose FP activity, negative = inhibition, most hits filed as inhibitors; 0.028% of 370,000 active; active = well fitted inhibition curve with a large enough effect in the polarisation, with a control signal flat; inconclusive = small, poorly fitted or top-dose-only effect, or effect the other way, or a change in a side signal; inactive = no such curve, though single readings can be large or run the other way; the % refers to the polarisation;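 also: polarization taken with two DNA probes labelled with fluorescein and Texas red; potency is read from the fitted curve at half-maximal effect; % of control where 0% means no effect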
Target sequence (P11308 whole entry, looked up, the tested form may be a part): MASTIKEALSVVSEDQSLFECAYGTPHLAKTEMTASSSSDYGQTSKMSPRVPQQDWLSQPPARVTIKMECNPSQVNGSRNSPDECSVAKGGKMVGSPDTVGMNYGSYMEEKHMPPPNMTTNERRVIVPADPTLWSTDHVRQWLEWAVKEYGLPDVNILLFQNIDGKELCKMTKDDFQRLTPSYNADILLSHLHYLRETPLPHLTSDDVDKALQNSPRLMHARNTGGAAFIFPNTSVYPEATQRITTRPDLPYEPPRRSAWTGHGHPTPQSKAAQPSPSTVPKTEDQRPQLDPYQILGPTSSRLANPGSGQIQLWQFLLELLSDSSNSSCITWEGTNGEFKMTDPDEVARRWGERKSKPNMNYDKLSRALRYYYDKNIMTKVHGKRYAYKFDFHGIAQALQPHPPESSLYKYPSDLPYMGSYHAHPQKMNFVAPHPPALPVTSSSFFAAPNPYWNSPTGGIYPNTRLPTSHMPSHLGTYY
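His-tagged ERG Ets domain (1 uM in the protein solution; 300mM KCl, 50mM Tris-HCl, 1mM EDTA, 1mM DTT, pH 7.5) received compound, then a probe mix of 5 nM fluorescein-DNA and 100nM Texas-615-DNA. Fluorescence polarization was read for both dyes.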
GLS inhibitor – inhibitors of human glutaminase (GLS). O94925. GLS enzymatic activity, qHTS titration. Potency, µM (doses to about 45.5 µM), for the others: at the highest dose activity change, negative = inhibition, usual class: inhibitors. 0.21% of 410,000 active. AID 624170; also: potency is read from the fitted curve at half-maximal effect; % is scaled to controls: 0 for no effect and ±100 for the full control effect
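Glutamate formation by hKGA was monitored fluorometrically using coupled glutamate oxidase, HRP and Amplex Red. Substrate was added as 1 mM L-glutamine solution; incubation was 30 min at RT after an initial read.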
JMJD2A Tudor inh – inhibitors of human JMJD2A Tudor domain; O75164; AlphaScreen JMJD2A-Tudor / H3K4me3 peptide binding; Potency, µM (top dose mostly 114 µM), inactives show at the top dose activity change, negative = inhibition, actives largely listed as inhibitors; 4.4% of 390,000 active; AID 504339; also: potency is read from the fitted curve at half-maximal effect; % is scaled to controls: 0 for no effect and ±100 for the full control effect; nearly all actives have a fitted effect of over 50% in size
PI4K2A inh – inhibitors of human PI4K2A | Q9BTU6 | 0.13% of 420,000 active | activity change, negative = inhibition, % at 76.9 µM | AID 1346378 | purified PI4K2A, ADP-Glo luminescence, 1 h; stronger effect = lower value; in the data active = activity change below about -50%; inconclusive = mostly about -30% to -49%;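 also: -100% = wells without enzyme as full effect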
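In this quantitative HTS, ADP production by PI4K2A was quantified luminescently after 1 h at ambient temperature; 100 microM adenosine served as plate-quality control.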
The depositor's hits bear a star; ? = inconclusive; . = no result given; & = joins results of further samples; [ ] = dose if it differs, or a comment. Unless noted, calls follow the shape of the dose curve; as a rule, active = well fitted curve in the direction sought with a large enough effect; inconclusive = small, poorly fitted or top-dose-only effect, or another doubt; inactive = no such curve, though single readings can be large; an effect the other way counts as inactive or inconclusive.

molecule | HP1b binding inh | 12-LOX inh | RGS4 inhibitor | G9a inh | BAZ2B block | ERG Ets-DNA blk | GLS inhibitor | JMJD2A Tudor inh | PI4K2A inh
COc1ccc(-c2cc(C(F)F)n3ncc(C(=O)N4CCN(C)CC4)c3n2)cc1 | 31% | -13%[57.4 µM] | 9% | 14%[59 µM] | 4% | -2% | 4% | -14% | -5
O=C(O)CN(c1cccc(C(F)(F)F)c1)S(=O)(=O)c1ccccc1 | 25% | 5% | -2% | ? | -14% | -9% | -13% | 2% | 1
COC(=O)c1cc(OC)c(OC)cc1NC(=S)N1CCN(c2ccccn2)CC1 | 11% | -17% | -26% | -5% | ? | -6% | 6% | -11% | 2
CN(CC(=O)Nc1ccc(F)c(F)c1)S(=O)(=O)c1cccc2cccnc12 | 20%[57 µM] | -3% | 3% | 6% | -1% | -2% | 13% | -10% | 7
O=C(N/C(=C/c1cccnc1)C(=O)N1CCOCC1)c1ccccc1F | 6% | 36%[activator] | 14% | -3% | 0% | -1% | 3% | -1% | 4
OC(CNCc1ccccc1)COCc1ccc(Cl)cc1 (stereo unspecified) | 35% | -14% | -7% | 10µM* | 50µM* | 3% | -4% | -17%[57.1 µM] | 1
CCC1CO/C(=C(\C(Cl)=C(Cl)Cl)[N+](=O)[O-])N1 (stereo unspecified) | ? | -10% | ? | 79µM* | 2% | 2% | 11% | -16%[11.4 µM] | -18
COc1ccccc1N1CCN(C2CCCN(C(=O)c3ccnc4ccc(C)cc34)C2)CC1 (stereo unspecified) | 33% | -7% | -4% | . | -8% | 0% | -8% | -21% | 1
COc1cc(OC)cc(C(=O)NN2CCOCC2)c1 | 22% | -2% | 17% | 0% | 1% | -3% | 12% | -1% | -2
Cc1ccc(NC2=C(CC(=O)O)C(c3ccccc3)N(c3ccc(C)cc3)C2=O)cc1 (stereo unspecified) | 16% | -30% | -45% | -22%[59 µM] | -37% | 0% | -6% | -34% | -10
COc1cccc(C(=O)NNS(=O)(=O)c2ccc(C)cc2)c1 | 44%[activator] | -4% | -8% | 1%[59 µM] | -29% | 6% | 13% | -7% | 7
O=C(COc1cccc(F)c1)N[C@@H](Cc1ccccc1)c1nc2ccccc2[nH]1 | 56%[activator] | -13% | -32% | 9%[59 µM] | -8% | -11% | -1% | -8% | -4
c1ccc(-c2ccc3c(c2)c2c4n3CCN=C4CCC2)cc1 | -23% | ? | -23% | 20µM* | ? | 2% | 12% | 56µM* | 2
CCc1sc(NC(=O)CN2CCOCC2)nc1-c1ccccc1 | -30% | -5% | -16% | -35%[12.7 µM] | -31% | . | -3% | -31% | -4
O=C(c1ccc(Cn2c(=S)[nH]c3ccccc3c2=O)cc1)N1CCN(c2ccccn2)CC1 | 7% | 7% | 16% | -4% | -27% | 4% | 2% | -25% | -12
CCCNC(=O)C(Cc1ccccc1)NC(=O)c1ccc(C(F)(F)F)cc1 (stereo unspecified) | 54%[activator] | -6% | -19% | -9%[2.33 µM] | 6% | -9% | -3% | -5% | -1
CCc1nc2c(cnn2-c2ccc(F)cc2)c(=O)n1-c1ccc(N2CCC(C)CC2)cc1 | 16% | -15% | -28% | ? | -11% | 0% | -3% | -24% | 3
CCCCOc1ccc(Cc2c(Cl)nc(SC)nc2N2CCOCC2)cc1 | 25% | 18% | -1% | 2%[59 µM] | 31% | 2% | -4% | 26% | 1
S=C(Nc1ccccn1)Nc1ccccc1Cl | 30% | 35µM* | -13% | . | -5% | -5% | 2% | -6%[57.1 µM] | 2
O=C(COC(=O)c1cc(=O)c2ccccc2o1)NCc1ccccc1 | 27% | 18%&1% | -4% | -38% | 9% | 9% | -2% | -3% | 14
O=C(N/N=C/c1ccccn1)c1cc(Br)ccc1O | 43%[activator] | -7% | 0% | -7% | 2% | 0% | 16% | -27% | 3
CC1CCN(CCc2nc3cc(NC(=O)COc4ccc([N+](=O)[O-])cc4)ccc3n2C)CC1 | 13% | 14% | -9% | 10%[0.0925 µM] | -5% | 3% | 2% | ? | 5
NC(=S)Nc1cc(Cl)cc(Cl)c1 | 11% | ? | -32% | 7%[59 µM] | -8% | 3% | -1% | -12% | 1
COc1ccc(C)cc1S(=O)(=O)N(CC(=O)Nc1cccc([N+](=O)[O-])c1)c1ccccc1 | -2% | 10% | -45% | 4%[59 µM] | -13% | -2% | 1% | -14% | -3
CCOC(=O)c1sc(-c2ccc(OC)cc2)cc1NC(C)=O | 206%[activator] | -10% | -19% | 102%[activator][59 µM] | 37%[activator] | 19% | -9% | 83%[activator] | -1
N#Cc1cc2c(nc1Cl)CCC2 | 35%[activator] | 0% | -6% | -6% | 7% | 15% | -9% | 13% | 5
O=C(CCn1c(=O)oc2ccccc21)N1CCN(c2ccccc2Cl)CC1 | 20% | 36%[activator] | -16% | 9%[59 µM] | 11% | 2% | 8% | -24% | 3
O=C(NCc1ccc(Cl)cc1)C(=O)Nc1cccc(Br)c1 | 32%[activator] | -8% | 15% | 38%[59 µM] | 9% | 1% | -1% | -8% | 2
CCc1[nH]nc2c1C(C(C)C)C(C#N)=C(N)O2 (stereo unspecified) | 33% | 0% | -2% | 21%[59 µM] | 7% | -17% | 46%[activator] | -7% | 3
O=C(Nc1nccs1)c1cn(-c2ccccc2)nc1-c1ccccc1 | 20% | 122%[activator] | -12% | -8% | -28% | 17% | 4% | -29% | -2
CCCN1C(=O)c2cc(C(=O)Nc3ccc(OC)c(OC)c3)ccc2C1Nc1ccc(OC)c(OC)c1 (stereo unspecified) | 36% | -4% | -7% | -1% | -7% | 2% | -1% | -13% | -4
Nn1c(SCc2ccc(C(=O)O)cc2)nnc1-c1ccc(Cl)cc1Cl | 42%[activator] | -7% | 25% | -12% | 10% | -7% | -7% | -4% | 4
O=C1NC[C@H](Cc2ccccc2)N(CC2CCN(CC3CCCC3)CC2)C1=O | 33% | 7% | 31% | . | . | -3% | 6% | -6% | -1
COc1ccc2nc(SCCN(C)C)[nH]c2c1 | ? | 0% | -1% | ? | 50µM* | 1% | 19% | -21% | 1
Cc1cc(C)c(NC(=O)COC(=O)CCn2c(C)csc2=O)c(C)c1 | 32% | -5% | -9% | 14% | -15% | 8% | -1% | -12% | 0
CCC(C)N(C(=O)CSc1nc(C)nc2ccccc12)C1CCS(=O)(=O)C1 (stereo unspecified) | 34% | ? | 0% | 18%[12.7 µM] | 4% | 6% | -4% | 6% | -1
CCN1CCN(c2ccc([N+](=O)[O-])cc2C(=O)c2ccc(Cl)cc2)CC1 | -18% | 102%[activator] | -14% | 36%[0.501 µM] | ? | 1% | -3% | ? | -11
Cc1occc1-c1nnc(SCC(=O)NC2CCCC2)n1-c1ccccc1 | 26% | 0% | -27% | -6%[59 µM] | -2% | -12% | -8% | 11% | -4
CCn1ncc(CNC(=O)C2(C)CC2(Cl)Cl)c1C (stereo unspecified) | 15% | 13% | -26% | 14%[59 µM] | ? | 6% | 6% | -6% | 0
CCC(C)C(NC(=O)OCc1ccccc1)C(=O)NC(Cc1ccc(O)cc1)C(=O)OC (stereo unspecified) | -9% | 0% | -38% | 1% | -6% | -6% | -12% | -15% | 5
Clc1ccc(SCc2cc(-c3ccccc3)on2)cc1 | 59% | 407%[activator] | 7% | -6% | 59%[activator] | -2% | -6% | 50%[activator] | -1
CS(=O)(=O)N1CCC(C(=O)Nc2ccc(OCc3ccccc3)cc2)CC1 | 12% | 8% | -11% | -29% | 10% | -11% | -5% | 5% | 4
CCN(CC)CCCNC(=O)CSc1nc(-c2ccc(OC)cc2)cc(C(F)(F)F)n1 | 5% | ? | 14% | -14%[59 µM] | 3% | 6% | -4% | 5% | 1
O=C(N/N=C/c1ccncc1)C1CC1C(=O)N/N=C/c1ccncc1 (stereo unspecified) | 29% | 4% | -15% | 28%[59 µM] | 16% | 8% | 5% | 8% | -1
CCC(=O)Nc1ccc(S(=O)(=O)N2CCCCC2)cc1OC | 23% | ? | 16% | 1%[59 µM] | -3% | -13% | -1% | -2% | 2
CC(=O)Nc1ccc(NC(=O)CSc2ccc(-c3cccnc3)nn2)cc1 | 14% | 1% | -8% | 3% | -11% | 1% | 2% | -18% | -1
CCOC(=O)/C=C/C(=O)Nc1ccc(-c2nnc3n2CCCCC3)cc1 | 14% | 7% | 22% | 1%[2.33 µM] | 9% | 0% | 9% | -5% | -3
CCOc1ccc(S(=O)(=O)N2CCN(Cc3ccccc3)CC2)cc1 | 33% | 8% | -18% | . | 14% | 0% | -10% | 2% | -2
CS(=O)(=O)N1CCc2cc(C(=O)NC3CC3)ccc21 | 44%[activator] | 3% | 22% | 15% | -16% | -2% | -11% | -13% | 1
COc1ccc(Cn2nnnc2C(c2cccs2)N2CCN(c3ccccc3)CC2)cc1 (stereo unspecified) | 8% | -10% | -4% | 9%[59 µM] | 14% | -2% | -1% | -31% | -6
COC(=O)c1ccc(NC(=O)CC2C(=O)N(c3ccc(Cl)cc3)C(=O)N2Cc2ccco2)cc1 (stereo unspecified) | 15% | ? | 3% | ? | ? | -11% | 1% | -24% | -1
COc1ccc(-n2c(CCc3ccccc3)n[nH]c2=S)cc1 | 9% | ? | -20% | -117% | -34% | -2% | -8% | 11µM* | 2
Cc1cc(OCC(=O)N2CCC(C(=O)O)CC2)c2c(C)c(C)c(=O)oc2c1 | 36% | 9% | -20% | 18% | -11% | -1% | 2% | -13% | -3

Source: PubChem BioAssay

Only part of the results is shown; the hit share may differ from the screen's.
